# Screening data: PubChem, several laboratories
# Hsp70 activator – switches on Hsp70 transcription; HeLa Hsp70 promoter luciferase reporter, luminescence; scaled: vehicle 0, proteasome-inhibitor control 100%; activation, % at 10 µM; 200,000 tested, 0.04% active;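 active = activation above the mean across all tested compounds plus 3 SD, cutoff set per campaign, cut at about 5.5% in these data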;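 note: 100% = MG132 at 30 µM as the positive control and 0% = DMSO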
# APP 5'UTR act – APP 5'UTR luciferase reporter activation. SH-SY5Y APP 5'UTR luciferase reporter, luminescence; zero percent = DMSO vehicle wells. activation, % at 2 µM. 190,000 tested, 1% active. AID 1276;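 active = activation above a set limit, based on mean plus 3 SD of controls, cut at about 140% in these data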; note: values of inactives mirror those of a sister screen read the other way
# STAT1 activator – activators of IFN-gamma induced STAT1 signaling; NIH 3T3 STAT1-luciferase reporter, luminescence; 100% = IFN-gamma alone, no compound; activation (% of control), % at 5.5 µM; 200,000 tested, 2.6% active; AID 932;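 active = activation above the screen-wide mean activation plus 3 SD, cut at about 130% in these data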;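 note: raw ratio to IFN-gamma control signal so 100% means no change and 0% no light; values of inactives mirror those of a sister screen read the other way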
# NF-kB neuron act – compounds increasing NF-kB expression in human neuronal cells. NF-kB reporter expression; active compounds read high. fold change at 12.5 µM. 190,000 tested, 1.6% active. AID 1239; in the data active = fold change above about 3.3
# DTT redox prof – compounds producing H2O2 with reducing agent – biochemical, NIH compound library profiling, artefact control for MLSCN library redox annotation, primary screen; AID 878; DTT-dependent redox cycling H2O2, phenol red/HRP absorbance; 100% = 100 µM peroxide control, 0% = buffer; activation, % at 10 µM; 200,000 tested, 0.03% active;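 active = activation of at least 50% relative to the plate's high and low controls in the primary single-dose screen; inactive = activation below 50%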;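 note: compound incubated with DTT at 0.8 mM final as the reducing agent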
# TLR4-MyD88 BLA – TLR4-MyD88 interaction inhibition in cells; O00206+Q99836; AID 861; inhibition, % at 8.4 µM; 200,000 tested, 0.18% active; HeLa CL3-4 TLR4/MyD88 BLA complementation, FRET ratio; in the data active = inhibition above about 25%;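 note: 0% = vehicle and 100% = reference inhibitor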
# Target sequence (O00206 whole entry, looked up): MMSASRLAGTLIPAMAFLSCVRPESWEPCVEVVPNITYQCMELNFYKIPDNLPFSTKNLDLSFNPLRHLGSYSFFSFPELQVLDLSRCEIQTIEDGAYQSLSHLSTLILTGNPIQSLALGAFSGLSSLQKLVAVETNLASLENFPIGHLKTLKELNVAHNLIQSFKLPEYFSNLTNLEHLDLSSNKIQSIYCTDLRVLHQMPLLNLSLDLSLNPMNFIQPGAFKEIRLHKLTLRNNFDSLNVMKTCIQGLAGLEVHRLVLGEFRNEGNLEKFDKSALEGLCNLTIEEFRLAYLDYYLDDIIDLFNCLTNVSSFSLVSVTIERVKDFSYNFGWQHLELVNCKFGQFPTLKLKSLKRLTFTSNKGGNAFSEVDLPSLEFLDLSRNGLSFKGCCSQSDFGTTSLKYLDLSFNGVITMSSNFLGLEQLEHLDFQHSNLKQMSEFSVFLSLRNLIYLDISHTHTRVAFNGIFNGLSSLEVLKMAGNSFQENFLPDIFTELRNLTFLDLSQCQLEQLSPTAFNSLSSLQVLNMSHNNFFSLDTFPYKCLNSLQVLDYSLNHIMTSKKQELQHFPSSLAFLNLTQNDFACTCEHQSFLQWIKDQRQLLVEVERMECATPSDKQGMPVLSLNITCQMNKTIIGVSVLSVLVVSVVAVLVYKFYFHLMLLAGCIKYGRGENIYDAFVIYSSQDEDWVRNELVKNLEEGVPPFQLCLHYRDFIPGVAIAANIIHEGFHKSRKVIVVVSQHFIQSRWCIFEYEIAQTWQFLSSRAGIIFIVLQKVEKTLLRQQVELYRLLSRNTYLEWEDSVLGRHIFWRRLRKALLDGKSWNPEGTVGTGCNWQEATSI
# Target sequence (Q99836 whole entry, looked up): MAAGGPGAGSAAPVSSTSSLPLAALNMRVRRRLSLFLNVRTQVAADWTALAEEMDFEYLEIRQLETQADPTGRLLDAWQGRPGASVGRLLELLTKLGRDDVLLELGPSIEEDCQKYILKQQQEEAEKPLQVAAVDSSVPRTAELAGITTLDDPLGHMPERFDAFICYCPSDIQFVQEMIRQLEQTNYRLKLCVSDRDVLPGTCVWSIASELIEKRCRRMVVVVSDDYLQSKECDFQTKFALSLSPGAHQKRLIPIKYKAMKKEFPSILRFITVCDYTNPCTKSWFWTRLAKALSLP
# STAT3 act – activators of IL-6 induced STAT3 signaling | 190,000 tested, 0.91% active | activation (% of control), % at 5.6 µM | U3A cells, IL-6 STAT3-luciferase reporter, luminescence; 100% = signal with IL-6 EC80 alone;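 active = activation above the screen-wide mean of compound activation plus 3 SD, cut at about 130% in these data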;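 note: 0% = background luminescence of wells with medium and substrate only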
#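 Detection: reporter luminescence signal / Assay system: STAT1-lacking human U3A cells, STAT3 luciferase reporter / Incubation: compound pre-incubation 1 h before IL-6, then 6 h stimulation at 37 °C / Control set: IL-6-only high control / Read-out: % activation relative to IL-6 control / Probe or stimulus: Interleukin-6, 33 ng/mL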
# STAT3 inh – STAT3 signaling inhibition | inhibition, % at 5.5 µM | U3A cells, IL-6 STAT3-luciferase reporter, luminescence; host cell line lacks STAT1 | 190,000 tested, 0.89% active;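 active = inhibition above the mean inhibition across all screened compounds plus 3 SD, cut at about 44% in these data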;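 note: 0% = DMSO only wells and 100% = 100 µM nifuroxazide control wells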
# STAT1 blocker – inhibitors of IFN-gamma induced STAT1 signaling. NIH 3T3 STAT1-luciferase reporter, luminescence. inhibition, % at 5.5 µM. 200,000 tested, 0.35% active. AID 920;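 active = inhibition above a set limit, the mean inhibition across all tested compounds plus 3 SD, cut at about 34% in these data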;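 note: 0% = IFN-gamma with DMSO and 100% = IFN-gamma with 300 µM nifuroxazide; values of inactives mirror those of a sister screen read the other way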
# HMGR II inh – blocks class II HMG-CoA reductase of Enterococcus faecalis | 190,000 tested, 0.41% active | AID 1066 | purified E. faecalis HMGR, NADPH absorbance 340 nm kinetic | inhibition, % at 10 µM;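 active = inhibition above a set limit, the median over all tested compounds plus 3 SD, cut at about 9.5% in these data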;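 note: enzyme runs in reverse so mevalonate oxidation gives rising NADPH absorbance; 0% = complete reaction with DMSO and 100% = background rate lacking mevalonate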
# * hit, by the source's call; nt = no result given.
SMILES,Hsp70 activator,APP 5'UTR act,STAT1 activator,NF-kB neuron act,DTT redox prof,TLR4-MyD88 BLA,STAT3 act,STAT3 inh,STAT1 blocker,HMGR II inh
COc1ccc(N2CCN(C(=O)CSc3ccc([N+](=O)[O-])cc3)CC2)cc1,-0.1,24.4,97.0,1.06,-0.8,2.9,86.5,17.4,1.8,-0.7
O=C(CNS(=O)(=O)c1ccc(Br)cc1)N1CCOCC1,-0.1,-6.3,106.7,1,1.8,-4.5,101.5,1.7,-7.4,-1.5
Cc1cc2nc(N)sc2cc1[N+](=O)[O-],-0.5,10.4,115.7,1.4,1.0,-6.3,114.5,-11.0,-17.1,-8.3
CCOC(=O)C1=C(C)N(C)C(=S)NC1c1c(OCC)ccc2ccccc12 (stereo not drawn),-0.3,28.1,95.8,1.17,0.8,11.3,106.2,1.6,4.7,0.9
O=S(=O)(Nc1ccccn1)c1ccc(Oc2ccccc2)cc1,0.4,-3.0,97.6,1.09,3.6,-2.7,103.4,-1.5,2.6,-0.2
C=CCn1c(-c2ccc(S(=O)(=O)N3CCOCC3)cc2)csc1=Nc1ccccc1,-0.2,4.0,74.5,0.94,2.1,4.4,85.0,21.2,27.9,-2.3
CCSc1ccccc1C(=O)N1CCN(c2ccc([N+](=O)[O-])cc2)CC1,-0.5,16.5,85.7,1.08,-0.5,-1.9,80.7,27.6,14.0,-4.9
COC1CCN(C(=O)c2ccc(OC3CCN(Cc4ccccn4)CC3)cc2)CC1,0.4,-0.2,103.4,0.92,0.8,9.7,104.0,7.3,-4.7,-1.2
O=C(Cn1nnc(-c2ccccc2F)n1)NCCc1ccccc1,0.1,10.1,106.4,0.99,-0.8,3.8,106.2,1.5,-7.0,2.2
C/C(CCC(=O)O)=N/Nc1ccc([N+](=O)[O-])cc1[N+](=O)[O-],-0.3,-16.5,100.0,0.86,4.8,4.0,100.8,-3.6,0.0,0.0
CCC(C)NC(=O)Cn1c(=O)n(CCCCCC(=O)Nc2ccccc2)c(=O)c2sccc21 (stereo not drawn),0.0,-2.0,103.4,0.99,0.2,-1.9,106.4,-7.1,-3.9,-3.6
Cc1nn(Cc2ccc(Cl)cc2)c(=O)n1N(C)c1ncc(C(F)(F)F)cc1Cl,0.0,-4.7,102.8,0.8,0.3,7.1,106.9,-3.5,-3.0,-2.3
CC(C(=O)N1CCN(C2c3ccccc3-c3ccccc32)CC1)N1C(=O)c2ccccc2C1=O (stereo not drawn),-0.5,-3.3,103.3,0.73,0.0,-1.4,103.6,-2.0,-3.6,1.9
Cc1ccc(-c2nc(NC(=O)CSc3nnc(C)s3)ns2)cc1,-0.5,1.6,105.4,1.52,-1.1,1.8,106.2,-2.8,-5.9,2.2
CCSc1nnc(NC(=O)c2cccc(S(=O)(=O)N(C)c3ccccc3)c2)s1,-0.3,-6.8,101.6,1.4,-0.1,-8.5,104.5,-2.6,-1.8,-0.4
Cc1cccc(NC(=O)CSc2ccc(-c3ccccn3)nn2)c1C,0.0,12.3,95.3,1.02,-3.5,-0.5,99.0,0.9,5.1,4.7
COc1ccccc1NC(=O)N(Cc1ccco1)Cc1cc2cc(C)cc(C)c2[nH]c1=O,-0.1,-6.1,85.8,0.61,-0.3,-8.5,97.8,3.3,15.7,-11.1
C(=N/N1CCN(c2ccccc2)CC1)/c1cccs1,-0.2,23.6,114.8,2.05,0.0,-2.9,80.4,27.9,-16.4,-3.9
Cc1nc(SCC(=O)NC(C)(C#N)C2CC2)c2c(-c3cccs3)csc2n1 (stereo not drawn),0.1,0.9,106.5,0.82,0.1,-1.2,102.5,-4.6,-6.8,0.0
O=C(NCCOc1ccccc1)c1cc(C(=O)NCCOc2ccccc2)cc([N+](=O)[O-])c1,-0.3,3.8,91.3,0.82,-0.4,-15.2,108.3,-13.1,11.4,-0.9
CCCCNc1nnc(SCC(=O)c2c[nH]c3ccccc23)s1,0.2,6.4,92.8,1.09,nt,-1.2,127.3,-32.3,8.1,1.1
CCOC(=O)c1c(N)sc2c1CCC1C(=O)N(C3CCCCC3)C(=O)C21 (stereo not drawn),0.1,19.7,101.8,0.71,-0.5,24.8,89.5,16.1,-2.0,-0.5
CCN1C(=O)CC(C(=O)OC)=C1C,-0.1,-17.0,95.8,1.31,-0.2,-9.7,108.1,-1.6,3.7,-4.0
Cc1ccc(N(C(=O)NC2CCCCC2)C2=NCCCCC2)cc1,-0.2,32.5,99.5,1.55,0.0,4.3,86.8,19.6,0.5,-5.2
Cc1ccc(S(=O)(=O)N(Cc2ccc(Cl)cc2)c2ccccc2C(=O)NCc2ccco2)cc1,-0.4,1.0,101.4,0.65,1.8,-4.9,107.0,-2.2,-1.6,1.8
CC(C)(C)OC(=O)NCCc1nnc(SCC(=O)Nc2cccc(Cl)c2)o1,-0.6,5.4,105.0,1.07,2.1,4.4,91.7,13.8,-5.5,0.4
O=C(c1ccc(Br)cc1)c1cc(-c2ccccn2)c(N2CCOCC2)s1,0.0,-12.0,102.5,0.78,0.3,11.7,106.5,-6.9,-2.7,-2.1
CCOC(=O)C1=C(c2ccccc2)O/C(=C(\C(=O)OC)C(F)(F)F)S1,-0.2,-22.9,97.6,1.26,0.0,5.3,96.9,3.7,0.3,0.2
Cn1c(SCC(=O)N2CCc3ccccc3C2)nnc1-c1ccncc1,0.0,-6.2,103.6,1.03,-0.4,3.6,97.0,1.3,-1.4,-2.2
CCNC(=S)Nc1cc(-c2ccc(Cl)cc2)[nH]n1,0.0,33.1,111.0,1.55,0.1,-1.8,80.0,29.3,-14.1,1.1
CCCCn1c(N)c(N(CCOC)C(=O)CN2c3ccccc3CC2C)c(=O)[nH]c1=O (stereo not drawn),-0.3,-6.2,87.9,1.53,-0.5,-6.1,97.1,4.8,11.7,2.7
O=C(NNC(=O)c1c(F)cccc1F)c1sccc1-n1cccc1,-0.4,2.3,95.5,1.1,-1.9,-12.3,98.5,4.3,4.2,-3.3
O=C(CSc1nnc(-c2ccc(OC(F)F)cc2)o1)NCc1cccs1,0.3,-3.4,102.3,1.37,-1.0,13.1,103.1,-2.2,-2.5,7.1
COc1ccc(N2CCN(C(=O)CN=C3NS(=O)(=O)C(c4ccc(C)cc4)=C3C)CC2)cc1,-0.3,5.9,99.6,0.98,-2.2,11.8,104.7,1.1,1.7,-3.6
Cc1cc(C)n(-c2nnc(NCc3ccc(Cl)cc3)nn2)n1,-0.2,-2.4,111.2,0.91,-0.8,-3.1,97.0,5.6,-15.0,-8.9
Cc1cc(NC(=O)CCCC(=O)NCc2ccccc2)no1,-0.1,-5.9,100.2,1.15,-0.1,2.9,115.5,-9.4,-1.2,-0.2
O=C(CCC(=O)NCCO)NCCO,-0.2,6.3,95.5,1.36,0.2,-5.2,95.3,7.8,3.2,-6.4
CCNC(=O)C(=O)NCCc1ccc(Cl)cc1,-0.2,5.2,96.4,1.09,0.7,-26.9,94.3,10.4,4.0,-4.1
CC1=C(CCN2CCN(C(C)C)C(CCO)C2)C(C)(C)CCC1 (stereo not drawn),-0.2,-0.7,93.6,nt,-1.3,-10.3,99.9,5.2,5.4,3.4
O=C(CSc1nnc(-c2cccs2)o1)NCC1CN(Cc2ccccc2)CCO1 (stereo not drawn),-0.2,7.7,98.3,1.43,0.7,8.6,107.5,-4.5,1.8,-0.3
CCNC(=O)COc1ccc(Br)cc1Cl,0.2,15.5,117.9,1.71,1.1,-0.5,90.3,14.7,-19.5,-1.1
CC1CCN(CC(=O)NCc2ccco2)CC1,0.1,12.8,101.3,1,-0.1,11.2,105.8,-4.5,-3.1,0.9
CC(=O)c1ccc(S(=O)(=O)N2CCC(NC(=O)Nc3cccc(F)c3)CC2)cc1,0.3,-11.8,91.6,nt,-1.3,-9.9,105.0,-0.5,7.6,-0.4
O=C(Nc1ccccc1N1CCOCC1)c1cc(-c2ccncc2)nc2ccccc12,-0.3,-20.4,80.8,0.64,-0.1,-1.1,108.9,-8.0,19.2,-6.0
COCCn1c(Cc2ccccc2)nnc1SCC(=O)N1CCOCC1,-0.1,-14.0,101.4,0.82,-0.4,-11.4,97.2,11.4,-3.7,2.9
COc1ccc(S(=O)(=O)n2cnc3cc(C)c(C)cc32)cc1C,-0.1,2.1,85.4,0.96,-0.2,3.7,96.7,7.4,15.9,-4.8
CC(=O)c1c(N2CCN(c3cccc(Cl)c3)CC2)nc(=S)n(-c2ccccc2)c1C,-0.4,7.0,113.1,1,1.7,-3.4,102.4,-3.1,-14.2,2.4
COc1ccc(-c2ccnc3nc(Sc4ncc(C(F)(F)F)cc4Cl)nn23)cc1,-0.2,4.8,99.9,0.92,-4.6,-3.9,102.8,3.9,0.1,3.1
COc1ccccc1NC(=O)Cc1noc(CSc2nnc(C)n2C)n1,-0.4,-9.3,95.0,1.07,-0.6,-9.2,101.9,-1.7,6.0,-5.3
C#CCOCCOCCOCCNc1nc(N2CCN(C(=O)[C@H](Cc3ccc(O)cc3)n3cc(C(N)CC(C)C)nn3)CC2)nc(N2CCN(C(=O)[C@H](CCC(=O)O)n3cc(C(N)[C@H](C)CC)nn3)CC2)n1 (stereo partly drawn),-0.1,9.3,99.5,1.05,0.6,0.4,nt,nt,2.1,0.5
COc1ccc(CC(=O)OCC(=O)Nc2ccc(C(=O)Nc3ccc(OC)cc3)cc2)cc1,0.0,1.5,110.2,1.12,-0.8,-11.5,99.1,6.7,-13.7,1.5
CCCCCn1c(=NC(C)=O)c(C#N)cc2c(=O)n3ccccc3nc21,-0.3,5.7,102.2,1.18,0.7,-19.0,88.5,18.9,-2.5,-4.2
O=C(N/N=C1/C(=O)c2cccc3cccc1c23)c1ccc(Cl)cc1,-0.4,-8.8,101.8,0.83,-1.0,-0.5,130.7,-28.7,-2.0,-4.7
C=CCn1c(-c2ccccc2)nc(=S)c2c1CC(C)(C)OC2,0.1,3.9,106.4,1.05,-3.6,1.2,108.0,-7.1,-7.2,-4.3
COc1ccc(-c2n(Cc3ccccc3)c3ccccc3[n+]2Cc2ccccc2)cc1,0.2,13.3,92.3,0.58,1.8,18.5,85.5,22.4,7.5,-6.6
O=C(Nc1ccccc1F)C1C2C=CC3(O2)C1C(=O)N(c1cccnc1)C3C(=O)NC1CCCCC1 (stereo not drawn),0.3,9.3,100.2,1.27,2.6,-7.7,94.8,8.7,-0.3,-2.9
CNC(=O)Cc1nc2ccccc2n1CC(=O)Nc1cc(C)cc(C)c1,-0.2,11.7,96.5,1.31,-0.9,11.0,105.6,0.1,1.8,-2.2
